# Source: PubChem (National Center for Advancing Translational Sciences (NCATS))
# FUS yeast rescue: FUS proteinopathy suppression in yeast. S. cerevisiae FUS-expressing, growth rescue, OD600, 24 h. Potency, µM (top dose mostly 76.6 µM), for inactives: at the top dose growth rescue (activation), usual class: activators. 0.24% of 390,000 active. AID 1347120;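 also: plate controls were DMSO vehicle for no effect and reference control for full effect; nearly all actives have a fitted effect of over 55% in size; some results filed as inactive show a strong effect at the top dose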
#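 Galactose (2%) drives FUS expression in yeast precultured in raffinose; seeding density OD 0.005. Test compounds incubated 24hr at 30C and 99% humidity before absorbance at 600 nm was measured.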
# EPAC2 ag: agonists of human EPAC2 (RAPGEF4) | EPAC2 activation, biochemical qHTS; response scale: 100% = 6.5 mM cAMP response | Q8WZA2 | 0.079% of 360,000 active | Potency, µM (highest dose often 154 µM), inactives show top-dose activation, hits mostly activators | AID 720711; also: nearly all actives have a fitted effect of over 50% in size
# Target sequence (Q8WZA2 whole entry, looked up): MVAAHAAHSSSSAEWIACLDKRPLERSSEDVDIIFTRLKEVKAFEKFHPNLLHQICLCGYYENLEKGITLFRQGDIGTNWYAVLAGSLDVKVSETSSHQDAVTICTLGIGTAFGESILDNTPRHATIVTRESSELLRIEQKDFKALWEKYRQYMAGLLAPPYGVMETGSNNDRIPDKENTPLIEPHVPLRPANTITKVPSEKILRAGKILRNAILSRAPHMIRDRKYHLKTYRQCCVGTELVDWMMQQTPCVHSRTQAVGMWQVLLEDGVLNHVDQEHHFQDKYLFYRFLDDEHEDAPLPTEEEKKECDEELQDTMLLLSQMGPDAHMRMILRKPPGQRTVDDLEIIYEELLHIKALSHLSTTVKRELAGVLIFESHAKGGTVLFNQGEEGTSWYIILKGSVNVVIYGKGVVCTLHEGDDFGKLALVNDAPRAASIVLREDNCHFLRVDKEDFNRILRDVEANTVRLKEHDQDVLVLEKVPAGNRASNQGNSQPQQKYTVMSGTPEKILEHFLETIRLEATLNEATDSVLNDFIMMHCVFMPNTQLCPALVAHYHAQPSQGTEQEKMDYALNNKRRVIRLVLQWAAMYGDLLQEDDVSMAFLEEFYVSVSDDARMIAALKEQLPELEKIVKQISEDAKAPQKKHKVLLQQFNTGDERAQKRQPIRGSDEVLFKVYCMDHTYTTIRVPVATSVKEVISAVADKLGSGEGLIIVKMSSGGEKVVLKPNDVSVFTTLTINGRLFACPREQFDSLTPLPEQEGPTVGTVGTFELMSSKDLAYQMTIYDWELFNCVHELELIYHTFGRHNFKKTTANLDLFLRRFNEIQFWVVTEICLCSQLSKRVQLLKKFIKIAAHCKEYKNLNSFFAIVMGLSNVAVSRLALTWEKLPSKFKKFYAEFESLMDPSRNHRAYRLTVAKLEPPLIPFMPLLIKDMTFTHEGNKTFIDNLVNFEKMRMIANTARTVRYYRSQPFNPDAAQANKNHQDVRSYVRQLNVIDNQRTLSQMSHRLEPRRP
#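 Fluorescence exchange assay: 100 nM EPAC2 with 250 nM RAP1B-BODIPY-GDP and 50 uM GDP; compounds tested as a concentration-titration series (qHTS). Loss of Rap1-bound BODIPY-GDP fluorescence read at 480/540 nm; data normalized to 6.5 mM cAMP.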
# PTHR1 ag: agonists of human PTHR1 parathyroid hormone receptor | 0.075% of 410,000 active | Q03431 | HEK293 GP2 PTHR1 cells, GloSensor cAMP luminescence, 1 h | Potency, µM (series often up to 115 µM), for the others: at the top dose activation, actives largely listed as activators | AID 743266; also: nearly all actives have a fitted effect of over 55% in size; some results filed as inactive show a strong effect at the top dose; inactives centre near -15; many of its hits are not listed in these tables
#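 HEK-293-derived GP2 cells expressing PTHR1 and a GloSensor cAMP reporter, 3,000/well, plated overnight, given luciferin plus IBMX (each 0.5 mM as added) for 1 h at 37 °C, then compound for 1 h at 37 °C. Luminescence was read after 15 min at room temperature.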
# EPAC1 antagonist: blocks human EPAC1 exchange factor. AID 720709. EPAC1 GEF assay, Rap1b-BODIPY-GDP exchange fluorescence. 0.14% of 360,000 active. Potency, µM (series often up to 115 µM), for inactives: at the top dose activity change, negative = inhibition, hits mostly inhibitors. O95398;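 also: plate controls were vehicle for no effect and positive control for full effect; nearly all actives have a fitted effect of over 50% in size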
# EPAC2 antagonist: blocks human EPAC2 exchange factor; EPAC2 GEF exchange of Rap1B-BODIPY-GDP, fluorescence; 0.18% of 360,000 active; Q8WZA2; Potency, µM (titrated, usually from 114 µM), for the others: at the highest dose activity, negative = inhibition, actives largely listed as inhibitors; also: % is scaled to controls: 0 for no effect and ±100 for the full control effect; nearly all actives have a fitted effect of over 45% in size; many of its hits are not listed in these tables
# aSyn yeast inh: rescues yeast growth from alpha-synuclein toxicity. Yeast expressing alpha-synuclein, growth rescue, BacTiter-Glo, 24 h. Potency, µM (doses to about 46.1 µM), for inactives: top-dose growth rescue (activation), usual class: activators. 0.14% of 370,000 active. AID 652106; also: % of control where 0% means no effect; nearly all actives have a fitted effect of over 65% in size
#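 Screening used galactose-induced yeast with toxic alpha-synuclein levels, exposed to compound for 24 hr at 30 deg C. Cell growth, read with BacTiter-Glo luminescence, gave the measured signal.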
# EPAC1 ag: EPAC1 (human) agonism; O95398; EPAC1 agonist qHTS, biochemical assay; response scale: 100% = response to 6.5 mM cAMP; Potency, µM (series often up to 154 µM), for inactives: at the highest dose activation, usual class: activators; 0.073% of 360,000 active; AID 720707; also: nearly all actives have a fitted effect of over 60% in size
#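 Multi-concentration qHTS readout: loss of Rap1B-bound BODIPY-GDP fluorescence driven by 100 nM EPAC1 with excess GDP (50 uM), monitored kinetically at room temperature; agonist response expressed relative to 6.5 mM cAMP.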
# TDP43 rescue: TDP-43 toxicity inhibition in yeast. Potency, µM (series often up to 46.1 µM), for inactives: at the highest dose growth rescue (activation), hits mostly activators. TDP-43 expressing yeast growth rescue, BacTiter-Glo, 24 h. 1.8% of 410,000 active; also: % of control where 0% means no effect; nearly all actives have a fitted effect of over 50% in size
#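 Luminescence from BacTiter-Glo reports growth of TDP-43-expressing yeast after 24 hr at 30 deg C with compound. Cells were raffinose-pregrown to mid-log, then seeded in galactose medium at OD600=0.02.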
# An asterisk follows results filed as active; i = inactive; ? = inconclusive; nt = not tested or not shown; & = joins results of further samples; [ ] = dose if it differs, or a comment. Calls follow the shape of the dose curve; as a rule, active = well fitted curve in the direction sought with a large enough effect; inconclusive = small, poorly fitted or top-dose-only effect, or another doubt; inactive = no such curve, though single readings can be large; an effect the other way counts as inactive or inconclusive. Potency is read from the fitted curve at half-maximal effect.
# Order of values – FUS yeast rescue, EPAC2 ag, PTHR1 ag, EPAC1 antagonist, EPAC2 antagonist, aSyn yeast inh, EPAC1 ag, TDP43 rescue
CC(C)(C)C1CCc2c(sc(NC(=O)Cn3nnc(-c4cccc(C(F)(F)F)c4)n3)c2C#N)C1 (centres undefined)
→ 30%, nt, i, nt, nt, 5%, nt, -13%
CCc1ccc(/C(C)=N\Nc2ccc([N+](=O)[O-])cc2)cc1
→ 41%, 6%, -18%[57.5 µM], -2%, -6%, -2%, 21%, 5%
CCOC(=O)Cc1csc(NS(=O)(=O)c2ccc(NC(C)=O)cc2)n1
→ -9%, -1%, 0%, -19%, 4%, -1%, 2%, -9%
CC1CCCC(C)N1C(=O)COC(=O)c1ccc(F)c(S(=O)(=O)N2CCOCC2)c1 (centres undefined)
→ 8%, 4%, -19%, 4%, 7%, 5%, -3%, 3%
CC(C)CNC(=S)N1CCN(Cc2ccc3c(c2)OCO3)CC1
→ 15%, 3%, -18%, 20%, 7%, -2%, -5%, -11%
Cn1c(NC(=O)c2ccc(Cl)cc2)cc(=O)n(C)c1=O
→ 3%, 2%, i, 1%, -4%, 0%, 4%, -2%[9.22 µM]
Cc1csc(NC(=O)CSc2nnc(CCNC(=O)c3cccs3)n2C)n1
→ 8%, 7%, i, 1%, -14%, 4%, 1%, 1%
COCCN1CN(S(=O)(=O)c2cccc(Cl)c2)c2nc3ccccc3nc21
→ 13%, -2%, i, -13%, -7%, 20%, 2%, 14%
COc1ccccc1C(=O)NC(CCSC)C(=O)NCc1ccncc1 (centres undefined)
→ nt, 6%, i, 5%, 15%, -4%, 5%, 10%
CC1CN(C(=O)COC(=O)c2cccs2)CC(C)O1 (centres undefined)
→ nt, -4%, i, -4%, 7%, 9%, 0%, 5%
COc1cccc(C(=O)Nc2c3c(nn2-c2cccc(C)c2C)CS(=O)(=O)C3)c1OC
→ 29%, 14%, i, -2%, -2%, 18%, 2%, -21%
Cc1ccc(NC(=O)CCC(=O)O)cc1F
→ -5%, 0%, i, 0%, 0%, 0%, 0%, -25%
O=C(c1ccccc1F)N1CCc2ccccc21
→ 16%, 2%, -14%, -4%, 4%, 9%, 5%, 0%
COc1ccc(-c2nc3c(n2O)CCC/C3=N\O)cc1
→ 22%, 5%, -13%[57.5 µM], 0%, 1%, 3%, 4%, -3%
CCc1nnc(NC(=O)C2CCCN2C(=O)NC2CCCCC2)s1 (centres undefined)
→ 16%, 0%, i, -21%, -2%, -1%, 0%, -3%
Cn1c(=O)c(=O)n(C)c2cc(S(=O)(=O)NCCN3CCN(c4ccccc4F)CC3)ccc21
→ 19%, 11%, -6%, -27%, 2%, -2%, 7%, 0%
Cc1ccc(NC(=O)CSCC(=O)N(C)Cc2c(F)cccc2Cl)cc1
→ 20%, 12%, -25%, -5%, -14%, ?, 4%, ?
O=C(NCC1CCCO1)c1cccc(N2CCCC2=O)c1 (centres undefined)
→ -4%, 4%, i, -9%, 4%, 2%, -8%, 11%
CCN(CC)S(=O)(=O)c1cc(C(=O)OCC(=O)Nc2c(F)cccc2F)ccc1F
→ 5%, 2%, -48%[inhibitor], -20%, 1%, 5%, -2%, 4%
Cc1[nH]c(=O)c(C(=O)c2ccccc2O)cc1C(=O)O
→ 1%, 4%, -8%, 5%, 0%, -3%, 7%, -2%
Cn1c(C(=O)N2CCN(c3ccc([N+](=O)[O-])cc3)CC2)cc2c(=O)[nH]c3ccccc3c21
→ 22%, 6%, -4%, -23%, -1%, 1%, 10%, -24%[9.22 µM]
CCc1ccc(-c2nc(CSCC(=O)N3CCN(c4ncccn4)CC3)c(C)o2)cc1
→ 0%, 7%, -33%[inhibitor], 10%, -6%, 11%, -10%, 0%
CNC(=S)N/N=C/c1c(C)nn(-c2ccc(F)cc2)c1Cl
→ 6%, -5%, i, 0%, 1%, -20%, 1%, ?
CC(C)(Oc1ccc(Cl)cc1)C(=O)N1CCN(C(=O)c2ccco2)CC1
→ 41%, 18%, i, -3%, -26%, -1%, 1%, -13%
Cc1ccc(-c2nc3ccc(NS(=O)(=O)c4ccccc4)cc3[nH]2)o1
→ 6%, 12%, -83%[inhibitor], 6%, -2%, -5%, 2%, -26%
C=CCn1c(CSCc2ccc(Cl)cc2)nnc1SCC(=O)NCc1ccccc1
→ 45%, 2%, -1%[57.5 µM], 0%, -6%, -2%, 2%, -2%
O=C(NS(=O)(=O)c1ccc2c(c1)OCCO2)c1ccccc1
→ 15%, -6%, -19%, 12%, 19%, 6%, -2%, -11%
COC(=O)C1=C(C)N(Cc2ccccc2)C(=NCc2cc(OC)c(OC)c(OC)c2)N[C@H]1CCc1ccccc1
→ 21%, 15%, -20%, -2%, 4%, -2%, 3%, -3%
COc1ccccc1N(C(=O)c1cncc(Br)c1)c1nc(-c2ccc(C)cc2)cs1
→ -15%, 3%, -28%, -4%, 11%, -7%, -5%, -1%
S=c1[nH]nc(CCc2nc3ccccc3[nH]2)n1-c1ccccc1
→ -19%, 2%, i, 3%, -5%, -2%, 7%, 11%
CCOC(=O)c1c(C)nsc1NC(=O)C1CCCCC1
→ -2%, 12%, -17%, 8%, -9%, -2%, -6%, 19%
COc1ccc(OC)c(/C=N/NC(=O)C(O)c2ccccc2)c1 (centres undefined)
→ 5%, -7%, i, 4%, 4%, -3%, 0%, -9%
O=C(Nc1ccc(-c2csc(Nc3cccc(C(F)(F)F)c3)n2)cc1)c1cccc(C(F)(F)F)c1
→ 43%, 9%, -7%, -4%, 6%, -4%, -4%, 14%
Cc1csc(SC(C)C(=O)Nc2ccc(Cl)cn2)n1 (centres undefined)
→ -13%, -5%, -3%[57.5 µM], -16%, -2%, 0%, 0%, -1%
COc1ccc(C2CC3(CC(C)(C)NC(SC)=N3)Oc3cc(O)cc(C)c32)cc1 (centres undefined)
→ 15%, 1%, -18%, -2%, 6%, 7%, -1%, 10%
CCCCC[C@H](O)/C=C/[C@@H]1[C@@H](C/C=C\CCCC(=O)O)[C@@H](O)C[C@H]1O
→ 13%, 2%, ?, 10%, 20%, -2%, -15%, 1%
CN(CC(=O)Nc1cccc(F)c1)C(=O)c1ccccc1CCc1ccccc1
→ -1%, -5%, -47%[inhibitor], -8%, -7%, -2%, 7%, ?
CCCCN(C(=O)c1ccccc1Br)C1CCS(=O)(=O)C1 (centres undefined)
→ -9%, -1%, i, 6%, 4%, 0%, 2%, 5%
O=C(CNC(=O)c1ccc(Br)o1)NCc1ccc(Cl)cc1Cl
→ nt, 1%, i, -15%, 2%, 0%, 2%, 4%
CCC(Sc1ccc2nnc(-c3cccnc3)n2n1)C(=O)OC (centres undefined)
→ -8%, 2%, ?, -7%, 0%, -5%&-2%, -3%, 2%

# 2 compounds picked at random from those above, as already listed:
# Order of values – FUS yeast rescue, EPAC2 ag, PTHR1 ag, EPAC1 antagonist, EPAC2 antagonist, aSyn yeast inh, EPAC1 ag, TDP43 rescue
O=C(Nc1ccc(-c2csc(Nc3cccc(C(F)(F)F)c3)n2)cc1)c1cccc(C(F)(F)F)c1
→ 43%, 9%, -7%, -4%, 6%, -4%, -4%, 14%
Cc1csc(SC(C)C(=O)Nc2ccc(Cl)cn2)n1 (centres undefined)
→ -13%, -5%, -3%[57.5 µM], -16%, -2%, 0%, 0%, -1%

# (next part)
# Order of values – FUS yeast rescue, EPAC2 ag, PTHR1 ag, EPAC1 antagonist, EPAC2 antagonist, aSyn yeast inh, EPAC1 ag, TDP43 rescue
FC(F)(F)c1cc(-c2ccco2)nc(NCc2cccs2)n1
→ 9%, 7%, -1%[57.5 µM], -15%, -3%, -11%, 2%, 20µM*
COc1ccc(N2C(=O)CSC23C(=O)Nc2ccccc23)cc1 (centres undefined)
→ -3%, -3%, i, -14%, 0%, 0%, -2%, -13%
O=C(Nc1ccc2ccccc2c1)c1ccccc1O
→ 12%, -4%, -33%, -5%, ?, -29%, 0%, -1%
COC(=O)C(Cc1ccc(O)cc1)NC(=O)C(C)Oc1ccccc1 (centres undefined)
→ 23%, 13%, -18%[57.5 µM], 9%, -3%, -2%, 8%, -30%
CC[N+](C)(C)CCN(Cc1ccc(Cl)cc1)c1ccccn1
→ 3%, 0%, i, 3%, 6%, 5%, 3%, 14%
Cc1ccc(-c2nnc(NC3CCCCC3)c3ccccc23)cc1S(=O)(=O)N1CCN(C)CC1
→ 6%, -4%, i, 4%, -5%, -2%, 2%, -14%
CC1C(=O)CC(c2ccccc2)N(C)C1c1ccccc1 (centres undefined)
→ -6%, 10%, -6%, -2%, ?, -1%, -10%, -11%
CC1CN(CC(O)COc2ccc(C#N)cc2)CCN1CC(O)COc1ccc(C#N)cc1 (centres undefined)
→ -10%, 8%, -22%, 20%, 0%, 0%, 1%, 0%
Cc1ccc(C(=O)Nc2sc3c(c2C(=O)O)CCC(C)C3)o1 (centres undefined)
→ -15%, 1%, -33%[inhibitor], -22%, -8%, -1%, 7%, 2%
CCOc1ccc(N(CC(=O)NCCSc2ccccn2)S(C)(=O)=O)cc1
→ -9%, -8%, i, 8%, 9%, 0%, -8%, 2%
COc1ccc(CCNC(=O)Nc2ccc3c(c2)c(=O)n(C)n3CC=C(C)C)cc1OC
→ 18%, 11%, i, 2%, 15%, 0%, -22%, 6%
Cn1c(NC(=O)c2ccc(Cl)cc2)c(-c2ccccn2)c(=O)c2ccccc21
→ 21%, -1%, -9%[57.5 µM], 18%, 14%, 0%, -3%, -10%
O=C(Nc1ccc(F)cc1)Nc1ccc(NC(=O)c2ccccc2O)cc1
→ 16%, 14%, i, -5%, 4%, -2%, 5%, -29%
COc1ccc(OC)c(S(=O)(=O)Nc2cc(C)on2)c1
→ -13%, -1%, -11%, 0%, -3%, 1%, 11%, -1%
CCCCCCn1c(C(C)NC(=O)c2ccco2)nc2ccccc21 (centres undefined)
→ 6%, 1%, i, -16%, -7%, 9%, 3%, ?
COc1ccc(NC(=O)CSc2nc3[nH]ncc3c(=O)n2-c2ccccc2OC)cc1OC
→ nt, 14%, i, 3%, -1%, 2%, 3%, 14%
CC(=O)N1N=C(c2ccc3ccccc3c2)OC1(C)C
→ nt, 9%, -16%, 6%, 10%, 12%, 6%, 0%
CCCCn1c(N)c(N(CCOC)C(=O)c2ccc(N3CCCC3=O)cc2)c(=O)[nH]c1=O
→ 5%, 8%, -1%, -10%, -10%, ?, 8%, 13%
COc1ccccc1NC(=S)NCCC(c1ccccc1)c1ccccc1
→ 10%, 11%, -36%[inhibitor], -20%, -2%, -13%, 13%, ?
Nc1ccc2nc(SCc3cccc(F)c3)sc2c1
→ 19%, 1%, -36%[inhibitor], 2%, -28%, ?, 13%, ?
COc1ccc(-n2c(N)c(C(=O)NCc3ccco3)sc2=S)cc1
→ 11%, -5%, i, 1%, -1%, -6%, -3%, 26%

# Only part of the results is shown (hit frequency here may not be typical).
